Compound activity as filed in PubChem BioAssay.
Tb PFK inh – blocks T. brucei phosphofructokinase | Potency, µM (doses to about 57.5 µM), without a hit: top-dose activity, negative = inhibition, most hits filed as inhibitors | O15648 | 0.17% of 330,000 active | T. brucei PFK, ADP-Glo luminescence;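 further: potency means the concentration at half of the fitted maximal effect; 0% = uninhibited 1x PFK enzyme wells and -100% = no-enzyme wells; nearly all actives have a fitted effect of over 60% in size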
Target sequence (O15648 whole entry, looked up): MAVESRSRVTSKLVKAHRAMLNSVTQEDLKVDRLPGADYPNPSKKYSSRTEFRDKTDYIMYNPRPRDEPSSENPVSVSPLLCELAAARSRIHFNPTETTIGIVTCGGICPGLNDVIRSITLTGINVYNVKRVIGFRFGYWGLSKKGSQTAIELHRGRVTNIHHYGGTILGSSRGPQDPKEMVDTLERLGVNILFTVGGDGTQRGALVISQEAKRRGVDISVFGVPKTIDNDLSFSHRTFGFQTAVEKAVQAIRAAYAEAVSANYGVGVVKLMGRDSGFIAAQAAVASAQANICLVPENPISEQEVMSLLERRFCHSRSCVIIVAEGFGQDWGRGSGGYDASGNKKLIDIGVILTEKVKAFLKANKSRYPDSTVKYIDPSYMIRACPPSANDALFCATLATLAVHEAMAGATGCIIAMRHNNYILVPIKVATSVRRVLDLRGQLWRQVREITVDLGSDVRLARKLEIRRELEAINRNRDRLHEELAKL
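Activity is normalized to no-enzyme wells (full inhibition) and 1.25 nM enzyme wells (no inhibition). Reaction: 0.5 mM F6P, 0.1 mM ATP, 45 min RT, ADP-Glo luminescence; concentration-response curves fitted and classed by quality.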
B2AR arrestin – recruits beta-arrestin to the human beta2-adrenergic receptor | P07550 | beta-arrestin recruitment to beta2AR, cell-based reporter | Potency, µM (top dose mostly 46.1 µM), without a hit: top-dose activation, usual class: activators | 0.02% of 330,000 active;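 further: potency means the concentration at half of the fitted maximal effect; 0% = DMSO controls and full agonism = EC100 isoproterenol or metaproterenol; nearly all actives have a fitted effect of over 65% in size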
Integrin act MD – integrin-mediated muscular dystrophy alleviation activation | alpha7betagal myoblasts, beta-gal FDG fluorescence, 48 h | Potency, µM (top dose mostly 38.3 µM), inactives show at the highest dose activation, most hits filed as activators | 0.064% of 350,000 active;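 further: potency means the concentration at half of the fitted maximal effect; 100% = response of the positive control SU9516; nearly all actives have a fitted effect of over 60% in size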
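Alpha7betagal+/- myoblasts (passage 13) were plated 16-24 hr, then exposed to compounds (1:260 dilution of DMSO stock) for 48 hours at 37C. After MPER lysis, β-galactosidase reporter activity was read as FDG fluorescence (ex 480/em 540) after 30 minutes.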
PKM2 act – activators of human pyruvate kinase M2. P14618. 0.34% of 260,000 active. purified PKM2, Kinase-Glo ATP luminescence, activation; response scale: 0% is enzyme alone, no compound. Potency, µM (series often up to 57.5 µM), without a hit: at the highest dose activation, hits mostly activators; further: potency means the concentration at half of the fitted maximal effect; on the % scale 0 is the no-effect control and ±100 the full control effect; nearly all actives have a fitted effect of over 55% in size
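Purified hPK-M2 (>95%) run at intermediate activity with 0.1 mM ADP and 0.5 mM PEP in 50 mM imidazole pH 7.2, KCl, MgCl2; 1 h room temperature. ATP formed read by Kinase-Glo luminescence; normalized to uninhibited and no-enzyme controls.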
TSG101-PTAP inh – blocks PTAP/TSG101 interaction to inhibit HIV-1 budding; Fluorescence polarization, FITC-PTAP peptide / Tsg101 binding; 340,000 tested, under 10 active; Potency, µM (top dose mostly 115 µM), for inactives: top-dose activity change, negative = inhibition, usual class: inhibitors; active means well fitted inhibition curve with a large enough effect in the main read-out, with a control signal flat, not every such curve was filed as active; inconclusive means small, poorly fitted or top-dose-only effect, or effect the other way, or a change in a side signal; inactive means no such curve, though single readings can be large or run the other way; further: potency means the concentration at half of the fitted maximal effect; % of control where 0% means no effect
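Fluorescence polarization binding of Tsg101 binding domain (10 uM final) to FITC-labeled PTAP peptide (50 nM final) in HEPES pH 7.5 buffer with NaCl, Tween 20, EDTA, TCEP. Compounds added before peptide; binding 20 min at RT.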
BCR signal inh – chronic active BCR signaling inhibition; Potency, µM (highest dose often 46.1 µM), without a hit: top-dose ratio change, negative = lower green/red ratio, usual class: inhibitors; 0.05% of 340,000 active; AID 493014; ABC-DLBCL IkBa-CBG/CBR reporter, luminescence ratio, 4 h; active means well fitted inhibition curve with a large enough effect in the signal ratio, with a control signal flat, not every such curve was filed as active; inconclusive means small, poorly fitted or top-dose-only effect, or effect the other way, or a change in a side signal; the % refers to the signal ratio;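 further: potency means the concentration at half of the fitted maximal effect; plate controls were basal doxycycline-induced cells for no effect and cells given 10 µM MG132 for full effect; MG132 reads +100%, hits lower the ratio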
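TMD8 ABC-DLBCL cells carrying doxycycline-inducible green luciferase fused to IkappaBalpha plus unfused red luciferase were exposed to compounds (up to 46 uM) for 4 hrs at 37C. Activity came from the overlap-corrected green/red luminescence ratio.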
Menin MLL FP TR – menin-MLL binding inhibition, Texas Red mutant peptide; O00255; Menin + Texas Red MLL mutant peptide, fluorescence polarization; Potency, µM (series often up to 61.6 µM), inactives show at the top dose FP activity change, negative = inhibition, most hits filed as inhibitors; 0.23% of 270,000 active; active means well fitted inhibition curve with a large enough effect in the polarisation, with a control signal flat, not every such curve was filed as active; inconclusive means small, poorly fitted or top-dose-only effect, or effect the other way, or a change in a side signal; inactive means no such curve, though single readings can be large or run the other way; the % refers to the polarisation; further: potency means the concentration at half of the fitted maximal effect; % of control where 0% means no effect; many of its hits are not listed in these tables
Coupling enz – coupling enzyme interference in Giardia aldolase counter-screen; coupling enzyme system counterscreen, AmpLite Red fluorescence; activity change, negative = inhibition, % at 58.2 µM, hits read low; 0.67% of 290,000 active; AID 2472; in the data active means activity change below about -30%; further: on the % scale 0 is the no-effect control and ±100 the full control effect
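Coupling enzymes only (glyceraldehyde-3-phosphate) + compound, at 57.5 uM final, 10 min RT; add substrate/coupling/AmpLite Red mix, 20 min RT; fluorescence ex 525/em 598 nm. Actives flag coupling-system interference.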
Giardia kill – kills Giardia lamblia. Giardia lamblia trophozoite viability. 0.15% of 340,000 active. activity change, % at 7.66 µM, hits read low; in the data active means activity change below about -80%; inconclusive means between about -30% and that limit;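 further: parasites exposed to compound for two days anaerobically before the ATP read; on the % scale 0 is the no-effect control and ±100 the full control effect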
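Giardia trophozoites, 100 cells per well, were exposed to compounds for 48 hrs at 37 deg C under anaerobic conditions; viability was then read as ATP content by bioluminescence after 15-30 min at room temperature.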
ASM inhibitor – blocks human secretory acid sphingomyelinase. P17405. placental ASM, HMU-PC fluorogenic substrate, 60 min. Potency, µM (highest dose often 57.5 µM), without a hit: at the top dose activity change, negative = inhibition, most hits filed as inhibitors. 0.006% of 340,000 active; further: potency means the concentration at half of the fitted maximal effect
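Steps: dispense placental human ASM, pin compound, wait 10 min at room temperature, add HMU-PC0 substrate at 9 uM final, incubate 60 min at 37 °C, add stop solution raising pH to 10, read fluorescence.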
GALK inh – galactokinase (human) inhibition. P51570. Purified GALK, Kinase-Glo residual ATP luminescence. Potency, µM (top dose mostly 57.5 µM), inactives show at the top dose activity change, negative = inhibition, hits mostly inhibitors. 0.007% of 270,000 active; further: potency means the concentration at half of the fitted maximal effect; on the % scale 0 is the no-effect control and ±100 the full control effect
Target sequence (P51570 whole entry, looked up): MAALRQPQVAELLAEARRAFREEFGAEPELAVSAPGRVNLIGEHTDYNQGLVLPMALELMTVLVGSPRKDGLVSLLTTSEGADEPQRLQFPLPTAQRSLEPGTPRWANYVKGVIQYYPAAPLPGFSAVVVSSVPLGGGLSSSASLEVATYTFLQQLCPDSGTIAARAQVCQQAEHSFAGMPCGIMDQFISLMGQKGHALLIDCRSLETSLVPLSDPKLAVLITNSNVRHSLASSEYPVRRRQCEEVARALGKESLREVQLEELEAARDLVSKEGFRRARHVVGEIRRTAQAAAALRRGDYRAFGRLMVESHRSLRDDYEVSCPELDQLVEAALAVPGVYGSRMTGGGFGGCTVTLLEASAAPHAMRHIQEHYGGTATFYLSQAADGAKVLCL
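GALK at 5 nM final was combined with compound, 35 uM ATP and 100 uM galactose in HEPES pH8.0 with MgCl2 and DTT. The reaction ran one hour at room temperature before luminescent ATP detection.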
An asterisk follows results filed as active; u = inconclusive; x = not tested or not shown; [ ] = dose if it differs, or a comment. Unless noted, the call rests on the fitted dose curve; in most records, active means well fitted curve in the direction sought with a large enough effect; inconclusive means small, poorly fitted or top-dose-only effect, or another doubt; inactive means no such curve, though single readings can be large; an effect the other way counts as inactive or inconclusive. The list is partial; the hit share may differ from the screen's.

SMILES	Tb PFK inh	B2AR arrestin	Integrin act MD	PKM2 act	TSG101-PTAP inh	BCR signal inh	Menin MLL FP TR	Coupling enz	Giardia kill	ASM inhibitor	GALK inh
CCOc1cc(/C=N/Nc2nc(Nc3ccccc3)nc(N3CCCCC3)n2)ccc1OCC(=O)O	-2%	0.0%	-27%	12%	-5%	1%	u	-1	8	u	-4%
CC(=O)Nc1ccc(C(=O)NCC2(N3CCCCC3)CCCCC2)cc1	4%	-0.7%	-23%	-5%	-3%	0%	x	x	-24	5%	-2%
Cc1cc(N2CCOCC2)c2c(N)c(C)cc(C)c2n1	x	x	5%	0%	2%	x	2%	1	-18	1%	4%
COc1cc(CCNC(=O)c2ccccc2NC(=O)C2=C(C)OCCS2)cc(OC)c1OC	-7%	-0.3%	22%	x	-1%	-1%	x	x	36[activator]	2%	-7%
Cc1nc(CNS(=O)(=O)c2cccc(F)c2)cs1	-2%	0.1%	3%	-2%	-1%	6%	-17%	-4	-3	5%	0%
COc1cc(C2c3c(oc4ccccc4c3=O)C(=O)N2Cc2cccnc2)cc(OC)c1OC (stereo not drawn)	-4%	-0.2%	x	-8%	x	1%	-15%	1	x	x	-1%
Cc1c(NC(=O)COC(=O)C2=COCCO2)cccc1[N+](=O)[O-]	3%	-0.1%	0%	x	122%[activator]	0%	x	x	4	x	x
O=C(NCCOc1ccccc1)c1cc(C(=O)NCCOc2ccccc2)cc([N+](=O)[O-])c1	1%	-0.5%	-21%	1%	2%	u	u	-1	2	-7%	x
O=C(NCC1CCCO1)c1ccccc1-c1nc(-c2ccccc2Cl)no1 (stereo not drawn)	7%	0.0%	18%	2%	0%	u	x	0	0	-2%	2%
Cc1ccc([C@@H]2[C@@H]3C(=O)N(C)C(=O)[C@@H]3[C@@H]3C(=O)Nc4ccccc4C(=O)N23)cc1	0%	-0.8%	31%	1%	-12%	13%	-18%	1	11	-1%	x
CCOc1ccc(-n2c(=O)[nH]c3sc4c(c3c2=O)CCCC4)cc1	-1%	-0.3%	6%	-1%	-1%	4%	-19%	7	-3	0%	10%
C/C(=N\NC(=O)Cc1c(F)cccc1Cl)c1cccnc1	0%	-0.5%	33%	2%	-6%	0%	-9%	0	-9	6%	4%
Cc1cc(-c2ccc(Cl)cc2)n2ncnc2n1	-6%	-1.1%	-50%[inhibitor]	-2%	0%	3%	x	0	18	0%	-1%
CCOc1cc2c(cc1OCC)C(c1ccccc1)N(c1ccc(C(=O)O)cc1)C(=O)C2 (stereo not drawn)	-3%	-0.4%	-17%	-1%	-1%	u	-8%	7	2	-1%	5%
CCOc1ccc(C2C3=C(Nc4nc(N)[nH]c(=O)c42)c2ccccc2C3=O)cc1 (stereo not drawn)	-4%	0.0%	-1%	11%	-2%	1%	u	0	-3	u	1%
CC(C)(Oc1ccc(Cl)cc1)C(=O)Nc1cccnc1	-5%	0.2%	-17%	24%	-11%	u	12%	2	-4	-1%	-1%
O=C1CC(N2CCOCC2)C(=O)N1CCc1ccccc1 (stereo not drawn)	-1%	0.2%	0%	1%	-1%	u	2%	2	-10	2%	2%
Cc1cccc(OCc2nc(C#N)c(N3CC(C)CC(C)C3)o2)c1 (stereo not drawn)	-2%	0.0%	-28%	-3%	-4%	u	-11%	-3	10	-1%	2%
COc1ccc(CN2C(=O)NC3(CCCC3)C2=O)cc1F	-2%	0.1%	-12%	0%	-1%	-9%	-2%	-1	10	4%	-1%
COc1ccccc1OCC(=O)NCCC1=CCCCC1	0%	-1.9%	-11%	-2%	0%	u	-11%	0	8	0%	0%
CO/N=C/C(c1ncc(C(F)(F)F)cc1Cl)S(=O)(=O)c1ccccc1 (stereo not drawn)	2%	-0.3%	9%	-3%	-7%	0%	1%	5	4	5%	6%
Brc1ccccc1-c1nc(-c2ccccc2)no1	-12%	-0.2%	x	-20%	x	u	17%	0	x	x	2%
O=C(CN1C(=O)NC2(CCCCCC2)C1=O)N1CCCCC1	-4%	0.3%	1%	x	-6%	2%	x	x	-22	4%	x
O=C1CCC/C=C/C[C@H](CC(=O)N(CCO)Cc2ccccc2)C(=O)N[C@@H](Cc2ccccc2)CO1	2%	0.0%	-37%	x	0%	4%	x	x	17	3%	x
CCOC(=O)[C@@H]1[C@H]2COc3cc(OC)ccc3[C@@H]2N2C(=O)N(c3cccc(Cl)c3)C(=O)[C@@]12C	-1%	0.4%	-24%	15%	-4%	-2%	25%	-6	-28	2%	x
N#C/C(=C/c1cn(CC(=O)O)c2ccccc12)c1ccc(F)cc1	-2%	1.5%	28%	-3%	-1%	10%	13%	8	-9	8%	-1%
CCCCN(C(=O)c1ccc(C)o1)c1c(N)n(CC(C)C)c(=O)[nH]c1=O	0%	6.2%	15%	x	-5%	4%	x	x	0	1%	x
CCN(C(=O)COC(=O)c1cc(-c2ccccc2)nc2c1c(C)nn2-c1ccc(C)cc1)C1CCS(=O)(=O)C1 (stereo not drawn)	-1%	-0.4%	-21%	-3%	27%	0%	11%	1	0	-17%	1%
CN1CCN(C(=S)c2cn(Cc3ccc(F)cc3)c3ccccc23)CC1	-1%	-1.1%	-21%	x	-1%	-2%	-6%	-1	u	0%	0%
COc1cccc(CCC(=O)O)c1OC	2%	-0.1%	15%	-1%	-6%	-1%	6%	7	0	1%	1%
COc1cc2c(cc1OC)-c1nnc(C)n1C(C)(C)C2	-2%	0.1%	-17%	4%	-5%	-24%	-2%	-2	0	1%	4%
O=C(Cn1cncn1)N/N=C/c1ccccc1Cl	1%	0.1%	10%	-8%	-6%	1%	x	0	4	3%	4%
Cn1c(SCC(=O)c2ccc(O)c(O)c2)nnc1-c1ccccc1	3%	0.4%	-57%[inhibitor]	x	-6%	u	0%	1	-15	2%	-4%
Cc1nn(-c2ccccc2)c(C)c1C(=O)OCC(=O)Nc1ccc2c(c1)OCO2	-7%	0.5%	9%	3%	6%	u	4%	-2	-9	2%	-1%
COc1cc(/C=N/NC(=O)c2cn(-c3cccc(C)n3)cn2)ccc1O	10%	-0.1%	-12%	6%	1%	u	-3%	2	-8	-1%	6%
Cc1sc2nc(CN(C(=O)NC3CCCCC3)C3CCCCC3)[nH]c(=O)c2c1C	-1%	2.9%	0%	-5%	-8%	0%	1%	4	-10	-2%	0%
CCOCCN(C=O)c1cccc(OC)c1	-5%	0.1%	16%	-8%	-2%	-1%	-19%	-1	-11	3%	6%
CNC(=S)N1N=C(c2ccc(C)cc2)CC1c1ccc(Br)cc1 (stereo not drawn)	2%	-0.2%	-5%	-3%	-4%	u	-16%	1	-5	-11%	1%
CCCN(CC(=O)Nc1ccccc1C)C(=O)C1CCN(S(=O)(=O)c2cccc(C(F)(F)F)c2)CC1	0%	0.2%	5%	x	1%	-1%	x	x	-17	0%	x
COc1ccc(-c2nnc(SCC(=O)NCc3cccs3)n2C)cc1	0%	0.0%	-9%	7%	-10%	u	26%	0	-10	-1%	-2%
O=C(CSc1nc2c(c(=O)n1-c1ccc(Cl)cc1)SCC2)Nc1nccs1	-1%	-0.1%	-20%	-16%	-8%	6%	-12%	-4	-1	-3%	1%
O=C(O)c1cccc(N2C(=O)c3cc4cccc(Br)c4cc3C2=O)c1	-3%	-0.1%	16%	x	-8%	8%	35%[activator]	-2	-5	7%	1%
CC(=O)c1cccc(NC(=O)/C(=C/c2ccncc2)NC(=O)c2ccccc2)c1	-2%	-0.4%	-1%	0%	-1%	-3%	-24%	0	21	-1%	17%
COCCCC1CCN(C(=O)C2CCC(=O)N(Cc3cccc(F)c3)C2)CC1 (stereo not drawn)	-7%	-0.1%	u	x	-4%	7%	x	x	u	-2%	5%
CCc1cc(=O)oc2c3c(cc(OCC(=O)NC4CC4)c12)OC(C)(C)CC3	2%	-0.3%	6%	1%	4%	-24%	-20%	3	20	30%	x
O=S(=O)(c1ccc(Br)cc1)N1CCN(c2cc(-c3ccccc3)nc3ncnn23)CC1	-5%	-0.7%	-14%[7.66 µM]	1%	1%	u	3%	2	-5	-7%	-1%
N#Cc1ccc(-c2cccnc2)nc1SCC(=O)c1ccccc1	0%	0.3%	u	-7%	7%	10%	x	2	22	1%	6%
CNC(=S)N(CCc1c(C)[nH]c2ccc(C)cc12)Cc1ccco1	1%	-1.7%	-17%	1%	1%	-13%	u	0	-13	-1%	x
CCOc1ccc(-c2c(C(=O)N/N=C/c3ccc(OC(C)C)cc3)nnn2-c2nonc2N)cc1	-3%	-0.1%	-7%	7%	-1%	29%	-34%	10	11	-2%	1%
